Screens deposited in PubChem by The Scripps Research Institute Molecular Screening Center.
PAFAH1B3 inh: PAFAH1B3 enzyme inhibitors, primary screen, biochemical, fluorescence polarization, human | Platelet-activating factor acetylhydrolase IB subunit alpha1 (Homo sapiens), Q15102 | recombinant PAFAH1B3, FP-rhodamine probe | inhibition, % at 3.39 µM | 340,000 compounds, 0.28% hits;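 active means inhibition above the screen-wide average of all tested compounds plus 3 SD, cut at about 25% in these data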;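 further: 0% = enzyme with DMSO only and 100% = wells lacking PAFAH1B3 protein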
Target sequence (Q15102 whole entry, looked up): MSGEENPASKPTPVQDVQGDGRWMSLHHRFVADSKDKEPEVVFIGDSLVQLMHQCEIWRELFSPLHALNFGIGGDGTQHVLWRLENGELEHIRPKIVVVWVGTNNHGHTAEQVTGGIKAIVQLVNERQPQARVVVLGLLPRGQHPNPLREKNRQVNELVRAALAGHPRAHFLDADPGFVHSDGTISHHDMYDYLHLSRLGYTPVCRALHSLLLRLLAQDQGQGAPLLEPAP
LYPLA1 inh: LYPLA1 inhibitors, primary screen, counter-screen for PME1 inhibitor project, biochemical, fluorescence polarization, FP-Rh probe ABPP; recombinant LYPLA1; Acyl-protein thioesterase 1 (Homo sapiens), O75608; inhibition, % at 5.9 µM; 320,000 compounds, 0.16% hits;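 active means inhibition above the mean of all tested compounds plus 3 SD, set per campaign, cut at about 14% in these data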;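 further: inhibitors block serine hydrolase probe labeling of LYPLA1 so polarization falls; 0% = enzyme with DMSO and 100% = wells lacking LYPLA1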
LYPLA2 inh: LYPLA2 inhibitors, primary screen, counter-screen for PME1 inhibitor project, biochemical, fluorescence polarization, FP-Rh probe ABPP; recombinant LYPLA2; AID 2177, 2009; 320,000 compounds, 0.38% hits; Acyl-protein thioesterase 2 (Homo sapiens), O95372; inhibition, % at 5.9 µM;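 active means inhibition above the screen-wide mean plus 3 SD, limit set per campaign, cut at about 26% in these data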;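 further: 0% = LYPLA2 with DMSO and 100% = wells lacking LYPLA2 enzyme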
EBNA-1 inh: EBNA-1 DNA-binding inhibitors, primary screen, biochemical, fluorescence polarization | 300,000 compounds, 0.34% hits | inhibition, % at 14.8 µM | AID 1950, 2009; in the data active means inhibition above about 28%
PAFAH2 inh: PAFAH2 enzyme inhibitors, primary screen, biochemical, fluorescence polarization, human; inhibition, % at 3.39 µM; AID 492956, 2010; 340,000 compounds, 0.99% hits; recombinant PAFAH2, FP-rhodamine activity probe; Platelet-activating factor acetylhydrolase 2, cytoplasmic (Homo sapiens), Q99487;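 active means inhibition above the mean over all tested compounds plus 3 SD, cut at about 30% in these data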;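 further: inhibitors block probe labeling of enzyme so polarization drops; 0% = enzyme with DMSO and 100% = wells lacking PAFAH2 protein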
PAD4 FP inh: human PAD4 inhibitors, primary screen, biochemical, fluorescence polarization, 1536-well format; Protein-arginine deiminase type-4 (Homo sapiens), Q9UM07; recombinant PAD4, RCA probe fluorescence polarization; AID 485272, 2010; inhibition, % at 6.36 µM; 330,000 compounds, 0.41% hits;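 active means percent inhibition above a cutoff equal to the mean of all tested compounds plus 3 SD, cut at about 15% in these data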;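 further: 0% = PAD4 with RCA probe and DMSO and 100% = probe without PAD4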
Target sequence (Q9UM07 whole entry, looked up): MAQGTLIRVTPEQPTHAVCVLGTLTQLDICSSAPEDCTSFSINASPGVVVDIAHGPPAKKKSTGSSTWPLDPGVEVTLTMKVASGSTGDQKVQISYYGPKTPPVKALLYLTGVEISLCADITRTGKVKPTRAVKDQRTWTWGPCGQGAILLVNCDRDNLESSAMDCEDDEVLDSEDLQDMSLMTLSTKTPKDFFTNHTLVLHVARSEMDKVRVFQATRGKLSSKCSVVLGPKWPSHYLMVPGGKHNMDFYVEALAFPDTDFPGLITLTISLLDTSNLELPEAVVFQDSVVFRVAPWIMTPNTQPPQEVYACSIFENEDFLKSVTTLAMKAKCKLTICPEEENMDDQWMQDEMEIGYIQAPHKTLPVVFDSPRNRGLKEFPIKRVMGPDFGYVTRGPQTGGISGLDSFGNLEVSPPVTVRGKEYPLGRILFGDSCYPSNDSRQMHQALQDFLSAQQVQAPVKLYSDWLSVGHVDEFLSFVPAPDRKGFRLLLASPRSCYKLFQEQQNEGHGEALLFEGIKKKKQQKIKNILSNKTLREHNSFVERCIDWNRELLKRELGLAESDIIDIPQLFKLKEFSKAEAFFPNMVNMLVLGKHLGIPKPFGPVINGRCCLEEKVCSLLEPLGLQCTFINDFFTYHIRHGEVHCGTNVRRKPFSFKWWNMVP
GSTO1 counter: inhibitors of recombinant GSTO1, primary screen, counter-screen for RBBP9 inhibitor project, biochemical, fluorescence polarization; inhibition, % at 5.96 µM; Glutathione S-transferase omega-1 (Homo sapiens), P78417; activity-based probe fluorescence polarization; 300,000 compounds, 1.1% hits;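 active means inhibition above the campaign mean inhibition plus 3 SD, cut at about 35% in these data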;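 further: 0% = GSTO1-1 with DMSO and 100% = wells lacking GSTO1-1 enzyme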
PREPL inh: PREPL enzyme inhibitors, primary screen, biochemical, fluorescence polarization; Prolyl endopeptidase-like (Homo sapiens), Q4J6C6; recombinant PREPL, fluorescence polarization activity-based probe; inhibition, % at 5.96 µM; 320,000 compounds, 0.68% hits; AID 2751, 2010; in the data active means inhibition above about 43%;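 further: 0% = enzyme with DMSO and 100% = wells lacking enzyme; many of its hits are not listed in these tables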
ZTA DNA inh: counter-screen for EBNA-1 inhibitors: inhibitors of Epstein-Barr virus ZTA; P03206; ZTA-DNA binding, fluorescence polarization; inhibition, % at 11 µM; 320,000 compounds, 0.15% hits; in the data active means inhibition above about 33%
An asterisk follows results filed as active; · = not tested or not shown.

Value order – PAFAH1B3 inh	LYPLA1 inh	LYPLA2 inh	EBNA-1 inh	PAFAH2 inh	PAD4 FP inh	GSTO1 counter	PREPL inh	ZTA DNA inh
> COC(=O)c1c(NC(=O)c2ccc(S(=O)(=O)N3CCOCC3)cc2)sc2c1CCN(C(C)C)C2
    3	4	15	5	3	4	1	9	13
> CN(Cc1nc2ccccc2[nH]1)Cc1nc(CC2CC2)no1
    -3	0	1	0	-3	-1	-1	20	-17
> O=C1CCC([N+](=O)[O-])C(c2cccc(Cl)c2Cl)N1 (configuration not stated)
    2	2	2	-12	-9	-5	11	-1	-8
> CN(C)CCCN1c2ccc([N+](=O)[O-])cc2CCc2cc([N+](=O)[O-])ccc21
    7	0	-7	0	3	-3	-5	18	3
> Nc1nc2ccc(O)cc2s1
    13	3	3	-1	-7	0	6	3	-14
> CCOc1ccc(S(=O)(=O)Nc2ccc(C(=O)NCC(c3ccc(OC)cc3)N3CCOCC3)cc2)cc1 (configuration not stated)
    -5	·	·	·	0	-7	·	17	·
> COC(=O)c1noc(-c2ccc(OC)cc2)n1
    7	-3	-2	-22	1	-12	-1	-3	-4
> CCN(Cc1ccncc1)C(=O)c1cccc(S(=O)(=O)N2CCCCC2)c1
    2	·	·	·	5	0	·	12	·
> Cc1c(C(=O)NCc2cccs2)oc2ccccc12
    1	-2	1	10	-6	-1	6	1	10
> CCOC(=O)CN=C(NS(=O)(=O)c1ccc(Cl)cc1)c1ccccc1
    -2	-3	-9	-20	3	-1	-9	-3	-7
> CCOc1ccccc1NC(=O)Nc1ccccn1
    -3	2	1	6	-3	-2	10	0	27
> O=C(NCc1cccnc1)C(=O)NCC(c1ccco1)N1CCOCC1 (configuration not stated)
    -1	6	6	5	5	-3	11	-7	-2
> Nc1nc(Cl)cc(Sc2ccc3ccccc3c2)n1
    -24	-21	-44	4	-18	-1	-22	-18	3
> CCC(=O)NCCCCCCCCCNC(=O)CC
    6	1	3	5	-3	-7	2	16	6
> COC(=O)CCN(C(=O)c1cccc(OC(C)=O)c1)c1ccccn1
    3	-2	-2	-6	9	5	2	1	-15
> Cc1ccc(SCC(=O)OCC(=O)Nc2ccc3[nH]c(=O)[nH]c3c2)cc1C
    6	0	3	-10	1	-11	-3	1	-10
> Cc1ccc(S(=O)(=O)NCc2ccccc2)cc1C(=O)N1CCCCCCC1
    -1	1	5	6	4	3	9	7	-7
> O=[N+]([O-])c1cc(/C=N/n2c(-c3cccnc3)n[nH]c2=S)ccc1Cl
    6	2	1	1	10	7	51*	5	7
> CC1CCN(S(=O)(=O)c2ccc(N=NC3=C(O)CC(C)(C)CC3=O)cc2)CC1
    3	0	2	-11	-7	1	-5	3	7
> Cc1ccc(C(=O)N(C)Cc2ccc(N3CCOCC3)cc2)cc1S(=O)(=O)NCc1ccccc1
    1	3	2	·	0	-3	·	-1	12
> O=C(CN(Cc1ccc(Cl)cc1)C(=O)CNS(=O)(=O)c1ccc(F)cc1)NCC1CCCO1 (configuration not stated)
    7	3	5	10	10	0	9	2	-7
> O=C(O)c1ccc(Nc2cccc(F)c2)c([N+](=O)[O-])c1
    6	0	0	-2	-2	1	-4	0	-5
> CCCC(=O)N1CCN(c2ccc(NC(=O)c3cccs3)cc2)CC1
    -2	1	3	8	3	-2	9	3	18
> CCOc1c(C(N)=O)cc([N+](=O)[O-])cc1[N+](=O)[O-]
    -2	0	-1	0	0	-3	-8	3	7
> COc1ccc(C2=NN(C(=O)CCCC(=O)O)C(c3cccs3)C2)cc1OC (configuration not stated)
    8	0	-6	-2	-1	-11	-7	-6	-1
> Clc1ccc(-c2cn3c(n2)-c2ccccc2C3)cc1Cl
    6	-1	0	4	2	0	-6	2	19
> O=C(Nc1cccc(C(F)(F)F)c1)c1ccccc1NC(=O)C1CCCCC1
    3	2	3	-6	-5	2	0	5	-4
> CCOC(=O)Cc1csc(NC(=O)c2ccc(Br)s2)n1
    ·	-7	8	0	·	-9	-11	13	-3
> NNC(=O)CNc1ccccc1Cl
    3	-2	0	5	-6	-3	2	2	6
> O=C(Nc1cccc([N+](=O)[O-])c1)C(=O)N1CCCCC1
    15	-1	2	3	8	-1	1	11	-6
> CCOc1ccc(OCC)c(NC(=O)CN(C)S(=O)(=O)c2ccc3nc(C)sc3c2)c1
    -8	2	4	7	1	5	4	-2	-26
> Cc1nn2c3c(cnc2c1-c1ccccc1)C(=O)CC(c1ccccc1)C3 (configuration not stated)
    3	-1	-4	3	-8	-5	1	6	3
> CCOC(=O)CN(C(=O)CSc1nnc(CNc2ccc(F)cc2)o1)c1ccccc1
    0	-5	3	-7	3	-3	6	13	-2
> CCn1c(=O)c(-c2nc3ccccc3[nH]2)c(O)c2ccccc21
    ·	-3	-3	2	·	0	-9	-5	-1
> O=C(c1noc2c1CCCCC2)N1CCOCC1
    2	-3	4	-7	-6	-6	4	15	-10
> O=c1oc2c(CN3CCN(CCO)CC3)c(O)ccc2cc1-c1ccccn1
    7	0	6	0	4	-5	13	-15	3
> Oc1ccc2[nH]cnc2c1CN1CCCCC1
    4	0	-1	9	-5	-3	11	6	-11
> CN1CN(C)c2cccc3cccc1c23
    8	4	1	0	5	1	19	1	-8
> COCCN(C(=O)C(C)C)c1nnc(-c2ccc(C(C)(C)C)cc2)s1
    1	-3	1	-8	-5	3	5	12	11
> Cc1ccc(OCC(=O)NCCc2nc3ccccc3[nH]2)c(C)c1
    5	1	-4	-7	-2	-3	12	-1	-13
> O=C(Cn1c2[n+](c3ccccc31)CC(O)CS2)c1ccccc1 (configuration not stated)
    2	0	0	-1	-16	6	5	6	3
> CCCCc1nc2sc3c(c2c(=O)[nH]1)CCC3
    6	-1	1	-4	5	-4	6	4	4
> CC(C)C(=O)Nc1nnc(SCC(=O)NCc2ccc3c(c2)OCO3)s1
    2	-1	-5	8	-1	2	9	-2	9
> CC(C)NC(=O)C(c1ccc(F)cc1)N(C(=O)CCC(=O)Nc1ccccn1)c1ccccc1F (configuration not stated)
    8	5	0	5	2	3	3	2	6
> CN1c2ccsc2C(=O)/C(=C\Nc2cccc(C(F)(F)F)c2)S1(=O)=O
    ·	3	1	9	·	2	10	-5	8
> COCCNC(=S)N1CCN(c2nc(-c3ccc(Cl)cc3)cs2)CC1
    1	-2	-5	-2	1	-5	8	13	3
> COc1ccc(NC(=O)CN2CCN(CC(=O)Nc3ccc4c(c3)OCO4)CC2)cc1
    -2	-2	0	-4	-2	2	15	15	1
> Cn1ncc(Br)c1C(=O)NC1C2CC3CC(C2)CC1C3 (configuration not stated)
    -4	-8	-12	-2	8	4	10	12	12
> O=C(NCc1cccs1)C1CC(c2ccc(Cl)cc2)=NO1 (configuration not stated)
    12	4	4	4	-4	-5	11	-13	16
> Cn1cccc1Cc1nnc(SCC(=O)Nc2nc3ccccc3s2)n1CCc1ccccc1
    -5	0	3	22	1	0	-4	-2	-10

(continued)
Value order – PAFAH1B3 inh	LYPLA1 inh	LYPLA2 inh	EBNA-1 inh	PAFAH2 inh	PAD4 FP inh	GSTO1 counter	PREPL inh	ZTA DNA inh
> COc1cccc(CNC(=O)C(C)n2ccc3cc(S(=O)(=O)N4CCCC4)ccc32)c1 (configuration not stated)
    9	1	12	-3	6	-5	3	10	-9
> Nn1c(-c2ccc(O)cc2)nnc1-c1ccc(O)cc1
    5	-1	0	1	1	2	0	6	-8
> CCOc1ccc2[nH]c(=O)c(CN(Cc3nnnn3Cc3ccco3)C3CCCCC3)cc2c1
    8	-3	0	-1	8	-3	-1	8	0
> ON=Cc1cccn1-c1ccccc1
    5	-4	2	-12	3	-2	2	2	2
> CCCCCn1c(=O)[nH]c2cc(C(=O)NCCN3CCC(C)CC3)ccc2c1=O
    2	-1	3	7	0	-1	-1	-7	8
> COc1cccc(NC(=O)NNC(=O)COc2ccc3ccccc3c2)c1
    1	1	3	1	0	1	1	10	4
> CCC1CCCCN1C(=O)CCc1nnc(Cc2cc(OC)ccc2OC)o1 (configuration not stated)
    5	-1	-2	-11	-5	2	-6	22	-23
> COc1ccc(Cl)cc1NC(=O)CCCN1C(=O)CCC1=O
    1	5	12	2	7	-1	4	4	-12
> Clc1cc(Cl)c(OCc2nc(-c3ccccn3)no2)cc1Cl
    2	-6	7	-1	3	-4	-2	4	-1
> COc1ccccc1C1/C(=C(/O)c2ccccc2)C(=O)C(=O)N1CC(C)C (configuration not stated)
    1	1	0	-4	12	-1	10	4	-4
> Cc1ccc(-c2cc(=O)c3cc(C)ccc3[nH]2)cc1
    -8	-1	1	13	10	-1	-1	2	12
> Cc1ccccc1NC(=O)Cn1nnc(S(=O)(=O)c2ccc(C(C)(C)C)cc2)c1N
    -15	-8	-18	-7	-12	-2	-15	-9	-8
> Cc1ccc(S(=O)(=O)Cn2nnnc2C(CC(C)C)N2CCC(C(N)=O)CC2)cc1 (configuration not stated)
    -3	-1	-4	-4	1	-3	4	6	14
> COCCNC(=O)CSc1nc2sccc2c(=O)n1-c1ccccc1
    -4	2	0	1	-4	-2	-1	11	7
> CCC(=O)Nc1cc(C)c(NC(=O)c2ccco2)cn1
    -5	0	-1	3	0	-5	8	1	-2
> Cc1ccc(SCc2c(C#N)c3ccccc3n2C)cc1
    -3	-5	1	-5	-4	4	10	16	-10
> Cc1ccc([N+](=O)[O-])c(OCCN2CCc3ccccc3C2)c1
    6	1	0	-3	-6	0	6	4	-10
> CCOC(=O)C1Cn2c(nc3c(c2=O)C(C)(CC)Cc2ccccc2-3)S1 (configuration not stated)
    0	-1	-3	-16	4	-2	-2	8	6
> CN1CCC(N(C)S(=O)(=O)c2ccc(NC(=O)COc3ccc(Cl)cc3)cc2)CC1
    6	-1	2	·	5	2	·	16	-1
> CC(C)(C)C1CCC(CN2C(Nc3ccccc3)=NC[C@@H]2Cc2ccccc2)CC1 (some centres not stated)
    -4	·	·	·	-2	5	·	25	·
> Cc1ccc(C2C(C(=O)c3ccco3)=C(O)C(=O)N2c2ncccn2)cc1 (configuration not stated)
    2	1	2	5	6	3	0	2	16
> C=CC[N+](C)(C)CC(=O)OCc1ccccc1
    9	1	-1	-3	2	-2	3	-6	-17
> Nc1cc([N+](=O)[O-])cc2oc(-c3ccccc3)cc12
    2	0	-4	1	5	-35	-15	53*	15
> NC(=O)CC(NC(=O)Cc1ccc(Cl)cc1)c1ccc(NC2CCCCCC2)c([N+](=O)[O-])c1 (configuration not stated)
    -2	-3	-4	-11	-6	-1	32	4	5
> CC1(C)CC(=O)C(N=Nc2c(F)cccc2F)=C(O)C1
    ·	-1	5	-11	·	-1	3	13	-4
> CCOC(=O)c1[nH]c(C)c(C(=O)NCC2CCCO2)c1C (configuration not stated)
    12	0	-1	3	5	0	2	-2	7
> COc1ccc(CCNC(=O)c2ccco2)cc1OC
    10	-6	-7	-8	4	-1	2	1	10
> Cc1cccc(CN2CCC(C(=O)Nc3ccc(-n4nc(C)cc4C)cc3)CC2)n1
    4	2	0	8	2	2	5	15	-1
> CO/N=C/c1ccc(N2CCN(C(=O)c3ccc(C)cc3)CC2)c([N+](=O)[O-])c1
    10	3	37*	8	-1	6	-7	-7	7
> Nc1nc(NCC(=O)O)nc(N2CCCCCC2)c1[N+](=O)[O-]
    10	-3	3	16	-1	-2	4	-2	-2

Not all compounds are listed; rates above refer to the full screens.
